Bioassay records deposited in PubChem by The Scripps Research Institute Molecular Screening Center.
M1 PAM parental – counter-screen for M1 PAMs: effect in parental CHO-K1 cells; activation, % at 3 µM; ATP EC20, Fluo-8 calcium fluorescence; 0% at ATP EC20, 100% at ATP max; AID 602247; hit rate 0.02% among 360,000;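 active = activation above the run cutoff, the mean activation of all test compounds plus 3 SD, cut at about 40% in these data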;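 note: peak over basal fluorescence ratio in a 140 s read after ATP addition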
TAAR1 ag – agonists of human TAAR1; CHO RD-HGA16 TAAR1, Fluo-8 calcium fluorescence; vehicle wells 0%, saturating PEA agonist 100%; activation, % at 3 µM; hit rate 0.99% among 360,000; AID 624467;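 active = activation above the mean activation of all test compounds in the run plus 3 SD, cut at about 38% in these data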
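Test system: RD-HGA16 (CHO) cells co-expressing Gα16 and hTAAR1; dosing: one-point dosing at 3 µM (nominal); timing: 17-24 h seeding, 75 min 37 °C dye, 30 min RT; signal: kinetic Fluo-8 calcium fluorescence; read-out basis: % activation relative to PEA EC100 response; controls: DMSO and PEA EC100; replicates: n 1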
CHRM1 agonist – agonists of human M1 muscarinic receptor | activation, % at 3 µM | hit rate 0.33% among 360,000 | CHO-K1 hM1, Fluo-8 calcium fluorescence, agonist mode; 0% DMSO, 100% acetylcholine EC100 | AID 588814 | P11229;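 active = activation above the run's mean compound activation plus 3 SD, cut at about 16% in these data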;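 note: peak over basal fluorescence ratio within a 140 s kinetic read after compound addition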
Target sequence (P11229 whole entry, looked up): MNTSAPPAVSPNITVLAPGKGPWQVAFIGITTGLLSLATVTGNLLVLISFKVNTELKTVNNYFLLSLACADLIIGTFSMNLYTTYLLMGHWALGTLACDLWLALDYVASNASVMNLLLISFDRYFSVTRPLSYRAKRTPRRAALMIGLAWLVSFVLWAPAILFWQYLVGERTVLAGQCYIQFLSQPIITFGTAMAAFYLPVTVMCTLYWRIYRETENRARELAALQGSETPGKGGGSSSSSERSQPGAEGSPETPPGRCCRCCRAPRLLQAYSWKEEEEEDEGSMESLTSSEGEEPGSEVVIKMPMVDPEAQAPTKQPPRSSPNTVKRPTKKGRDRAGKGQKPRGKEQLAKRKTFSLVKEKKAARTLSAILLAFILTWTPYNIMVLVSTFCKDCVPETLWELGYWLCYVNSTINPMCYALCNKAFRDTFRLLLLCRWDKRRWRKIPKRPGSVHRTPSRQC
CHO-K1 Ca antag – counter-screen for M1 antagonists: effect in parental CHO-K1 cells; ATP-induced calcium, Fluo-8 fluorescence; inhibition, % at 3 µM; hit rate 0.6% among 360,000; AID 602250;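 active = inhibition above a per-plate cutoff, the plate's mean sample inhibition plus 3 SD, cut at about 24% in these data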;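 note: 0% = DMSO plus EC80 ATP and 100% = DMSO alone without ATP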
M1 ag parental – nonselective activator or artifact in parental CHO-K1 cells | Fluo-8 calcium fluorescence; scaled to maximal ATP response, vehicle zero | activation, % at 3 µM | hit rate 0.48% among 360,000; in the data active = activation above about 15%;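 note: untransfected CHO-K1 host cells lacking M1 receptor as counterscreen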
TAAR1 antag – human TAAR1 antagonism; hit rate 1.5% among 360,000; inhibition, % at 3 µM; CHO RD-HGA16 TAAR1, Fluo-8 calcium fluorescence, antagonist; Q96RJ0;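 active = inhibition above a per-plate cutoff, the mean inhibition of test compounds on that plate plus 3 SD, cut at about 49% in these data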;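 note: 0% = DMSO plus EC80 beta-PEA response and 100% = DMSO alone without agonist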
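Material: CHO RD-HGA16 cells bearing hTAAR1; compound dosing: one-point dosing, 3 µM nominal final; schedule: dye loading 75 min at 37 °C, then 30 min room temperature; measured by: calcium fluorescence with Fluo-8; control set: vehicle and agonist controls; replication: n of 1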
OXTR potentiator – potentiators of human oxytocin receptor | CHO-OTR cells, Fluo-8 calcium fluorescence, potentiator mode; 0% = oxytocin EC15, 100% = EC100 | P30559 | hit rate 0.061% among 320,000 | activation, % at 3 µM | AID 2445;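 active = activation above that plate's cutoff, the mean activation of tested compounds plus 3 SD, cut at about 6.6% in these data, passing the limit was not always enough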;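 note: 100% uses oxytocin at 75 nM as the full agonist control; some results filed as inactive read as strong as hits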
Target sequence (P30559 whole entry, looked up): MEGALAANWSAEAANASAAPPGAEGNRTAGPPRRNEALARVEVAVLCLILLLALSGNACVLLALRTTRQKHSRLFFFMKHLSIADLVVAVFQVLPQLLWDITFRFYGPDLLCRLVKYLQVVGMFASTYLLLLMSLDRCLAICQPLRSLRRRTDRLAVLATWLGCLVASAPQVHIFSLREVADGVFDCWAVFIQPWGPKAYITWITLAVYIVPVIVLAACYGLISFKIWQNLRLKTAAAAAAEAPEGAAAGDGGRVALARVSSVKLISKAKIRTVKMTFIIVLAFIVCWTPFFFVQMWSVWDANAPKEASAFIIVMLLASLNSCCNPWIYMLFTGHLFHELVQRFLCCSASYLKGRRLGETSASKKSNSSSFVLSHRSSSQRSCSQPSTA
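Dosing: Single dose, 3.0 µM nominal final compound concentration | Material: Human OTR in CHO cells | Technique: Kinetic Fluo-8 calcium fluorescence | Benchmarks: EC15 oxytocin alone as 0%, 75 nM oxytocin as 100% | Probe or stimulus: Oxytocin at about EC15, sub-maximal agonist stimulus | Incubation: Compound 6 min at room temperature before oxytocin, 100 s read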
CHO parental Ca – counter-screen: ATP calcium response change in parental CHO cells | parental CHO-K1, ATP-induced calcium, Fluo-8 fluorescence | inhibition, % at 5.6 µM | hit rate 0.63% among 330,000 | AID 463079;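 active = inhibition above that plate's mean sample inhibition plus 3 SD, cut at about 26% in these data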;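 note: 0% = ATP-challenged DMSO wells and 100% = DMSO wells without ATP; some compounds past the cut are filed as inactive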
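Assay system: untransfected parental CHO cell line. Also added: ATP agonist challenge. Dosing: one dose, 5.6 µM nominal. Measured by: Fluo-8 fluorescence. Read-out: % inhibition. Benchmarks: ATP wells versus no-ATP DMSO wells. Repeats: no replicates.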
M1 antag – blocks human M1 muscarinic receptor; CHO-K1 hM1, Fluo-8 calcium fluorescence, ACh EC80 antagonist; inhibition, % at 3 µM; hit rate 1.3% among 360,000;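 active = percent inhibition above its own plate's cutoff, namely the mean of that plate's compound wells plus 3 SD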;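 note: peak over basal fluorescence ratio during 140 s after agonist addition; 0% = ACh EC80 plus DMSO and 100% = DMSO alone without agonist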
Active calls of the source: *; . = no result given.

SMILES	M1 PAM parental	TAAR1 ag	CHRM1 agonist	CHO-K1 Ca antag	M1 ag parental	TAAR1 antag	OXTR potentiator	CHO parental Ca	M1 antag
COc1cccc(CN2CCCC(C(=O)N3CCCCC3)C2)c1OC (stereo not given)	12.6	17.8	-6.8	-10.0	0.5	4.9	-2.7	-8.6	2.9
CCCn1c(SCC(=O)Nc2nonc2C)nnc1-c1ccoc1C	16.4	1.1	-2.7	-7.8	0.7	2.7	-4.5	-7.4	-12.7
O=[N+]([O-])c1cccc(S(=O)(=O)N2CCCCC2c2cccnc2)c1 (stereo not given)	0.0	0.1	-8.0	-3.4	1.3	-17.2	2.6	3.7	-0.8
COc1ccc(OC)c(NP2(=O)OCC(C)([N+](=O)[O-])CO2)c1 (stereo not given)	3.3	0.2	-0.4	-8.7	0.8	-8.0	.	.	-19.3
COc1ccccc1-n1cnnc1SCC(=O)Nc1cccc(S(N)(=O)=O)c1	14.2	-3.9	-3.3	-11.3	1.2	13.8	-0.4	1.0	-12.1
CCC(CC)C(=O)N(C)c1c(C)nc2c(OCc3cccc(Cl)c3)cccn12	-13.2	1.4	-6.3	4.5	2.1	-24.4	.	.	19.6
O=C(O)c1sc(C(=O)O)c(-c2ccccc2)c1-c1ccccc1	9.9	-0.2	-2.4	-3.4	0.1	-1.9	.	.	0.8
CC(=O)N1c2c(cc(Br)cc2S(=O)(=O)NCc2ccc3c(c2)OCO3)CC1C (stereo not given)	18.0	2.6	-1.2	-12.7	0.7	-10.8	-15.8	-23.4	-11.7
CCN(C(=O)COC(=O)c1cc(Cl)ccc1OC)c1c(N)n(Cc2ccccc2)c(=O)[nH]c1=O	-8.2	2.6	-1.4	-7.1	0.1	2.0	0.2	-4.5	2.3
Cc1ccc(CNC(=O)CNC(=O)[C@@H]2Cc3ccccc3CN2C(=O)OC(C)(C)C)cc1	4.0	-1.3	-5.0	0.4	-0.2	-1.7	-2.5	0.6	-4.6
O=C(CCNC(=O)c1ccccc1Cl)Nc1ccc(S(=O)(=O)Nc2nccs2)cc1	10.4	0.5	-1.4	-7.2	0.5	-5.2	0.4	-6.8	8.7
COc1cc(SC)ccc1C(=O)N1CCN(c2ccccc2)CC1	2.5	4.2	-3.7	3.1	4.0	7.1	-4.0	-15.9	7.2
COc1ccc(C2=NS(=O)(=O)N(C)C(C(=O)N3CCc4ccccc4C3)=C2)cc1OC	13.6	23.9	-0.6	11.0	7.6	67.8*	-23.4	-1.3	25.3*
O=C(Nc1cccc(S(=O)(=O)N2CCOCC2)c1)c1cc(S(=O)(=O)N2CCOCC2)c(Cl)cc1Cl	-18.3	32.0	-0.8	-1.5	10.2	76.2*	.	.	35.8*
CCOC(=O)c1ccc(NC(=O)CN2C(=O)CSCC2=O)cc1	-5.8	3.8	-8.1	12.0	0.6	4.7	-10.1	0.6	-7.2
CC1CCCCC1Nc1ncnc2sccc12 (stereo not given)	-30.2	-0.5	8.8	21.6	5.8	3.6	-11.2	-13.8	1.4
O=C(c1cccs1)N1CCC(C(=O)N2CCN(Cc3ccc4c(c3)OCO4)CC2)CC1	11.7	6.9	-10.9	-5.8	0.7	-8.9	-10.7	-15.3	8.5
O=c1c(/C=N/OCc2ccc(Cl)cc2Cl)c[nH]n1-c1cccc(Cl)n1	-14.7	4.3	-2.6	18.0	1.2	6.1	-3.6	-0.5	4.2
Cc1[nH]c2ccc(C(=O)OC(C)C(=O)NC3(C#N)CCCCC3)cc2c1C (stereo not given)	-5.5	0.0	-2.2	2.5	0.9	1.4	-4.0	-4.3	-11.0
COc1cc(C(=O)Nc2cc(Cl)ccc2-n2cncn2)ccc1OC(F)F	-3.4	0.4	-3.6	4.5	0.0	-27.8	-2.5	-2.1	-19.0
COc1ccc(NC(=O)c2cccc(N3C(=O)C4C5C=CC(C6CC56)C4C3=O)c2)cc1 (stereo not given)	-18.7	12.2	4.5	7.8	15.4*	62.6*	-4.5	-15.0	19.9
O=C(Nc1ccc(Cl)cc1)NN1CC(=O)N(c2cccc(C(F)(F)F)c2)CC1=O	-22.0	3.9	-1.2	9.6	3.4	-23.4	-1.0	-24.1	5.9
CC(C)CSC1=NSC2=NC(=O)/C(=C\c3cccs3)C(=N)N12	3.1	7.9	2.3	7.2	0.5	-5.9	-1.9	-4.5	2.2
Cc1sc(NC(=O)Cn2c(=O)oc3ccccc32)nc1-c1ccc(Cl)cc1	3.0	10.4	-7.0	-9.8	-0.2	-4.2	0.2	-1.2	0.2
Cc1oc(-c2ccccc2Cl)nc1CS(=O)CC(=O)N1CCN(c2ccccc2)CC1 (stereo not given)	-12.8	7.3	-1.2	-6.0	0.6	-22.6	-4.8	-33.9	2.8

The list goes on.
SMILES	M1 PAM parental	TAAR1 ag	CHRM1 agonist	CHO-K1 Ca antag	M1 ag parental	TAAR1 antag	OXTR potentiator	CHO parental Ca	M1 antag
O=C(NN1C(=O)C2C3CCC(O3)C2C1=O)c1ccco1 (stereo not given)	16.6	0.7	-4.4	-0.2	0.5	-15.5	-6.6	-8.5	-6.0
CC[C@]12c3[nH]c4cc(CCC(=O)N(C)C)ccc4c3CCN1C(=O)[C@@H](CC(=O)NCCN1CCOCC1)C[C@@H]2C(=O)N1CCN(C(=O)C2CC2)CC1	11.5	3.3	-3.4	-4.4	-0.1	-24.8	.	-3.8	10.1
COc1cc2c(C(=O)NCc3ccc4c(c3)OCO4)cn(CC(C)C)c(=O)c2cc1OC	-6.9	9.1	-3.4	12.0	1.1	30.3	-10.1	-22.9	-25.1
CCCCCCN1CCN(C2CN(Cc3cn(Cc4ccccc4)nn3)S(=O)(=O)C2)CC1 (stereo not given)	3.4	0.5	.	-7.1	-0.2	-18.2	.	.	.
O=C(Nc1ccccc1)OCCOc1cccc(Br)c1	14.6	-2.0	-5.2	-6.0	0.9	9.8	0.6	-13.0	-5.4
CCCCn1c(N)c(N(CC)C(=O)c2ccncc2)c(=O)[nH]c1=O	-19.4	3.0	-2.9	22.5	-0.1	-18.3	1.3	1.9	23.2
Cc1ccc(S(=O)(=O)NCc2n[nH]c(=S)n2C)cc1	2.5	1.5	-3.8	2.1	-0.1	-2.3	-8.0	7.6	-6.5
Cc1ccc(S(=O)(=O)CCC(=O)OCc2ccccc2F)cc1	-4.8	-1.5	-4.7	-27.3	2.7	-10.3	-0.6	9.2	-0.7
O=C(C1CCC1)N1CCN(S(=O)(=O)c2ccc([N+](=O)[O-])cc2)CC1	1.0	7.5	-0.6	-15.8	1.1	0.3	3.6	-19.8	1.9
CCCCN=C1CC(C)(C)CC(=O)/C1=C(/O)CCCN1C(=O)c2ccccc2C1=O	24.7	-2.3	-8.0	-14.5	-0.5	-16.8	-9.3	-30.0	-10.5
NC(=O)c1ccc(-n2nnnc2SCC(=O)c2ccc(O)c(O)c2)cc1	22.7	2.8	4.0	-15.9	-0.3	10.6	-10.0	9.6	2.3
Cc1cc(C(F)(F)F)nc(-n2cc(-c3ccccc3)nn2)n1	10.2	0.5	-5.2	-0.3	0.3	-15.0	-11.6	-26.3	0.1
COc1cc(/C=N/NC(=O)CCc2c(C)n[nH]c2C)ccc1O	20.2	0.6	-0.7	-0.3	-0.2	-6.4	-11.6	12.1	-21.1
COc1ccc(C(=Cc2cc(OC)c(OC)cc2[N+](=O)[O-])C(=O)O)cc1	12.0	2.0	-1.8	0.6	5.3	-3.7	.	.	-9.6
COc1cccc(NC(=O)C(C)SCc2ccccc2)c1 (stereo not given)	-10.5	-1.0	-5.3	4.5	-0.6	1.2	8.8	-12.2	23.8
Cc1ccccc1NC(=O)Cc1nc(COC(=O)c2ncc(Cl)c(Cl)c2Cl)cs1	-2.8	5.3	-3.3	3.7	1.0	45.1	.	.	8.5
CC(=O)Nc1ccc(CNc2nc3cc(-c4ccc(F)cc4)sc3c(=O)n2C)cc1	-8.1	13.4	-0.8	-1.0	0.8	26.7	.	.	-0.1
CC1CCCC(C)N1C(=O)COc1ccc(-c2nnco2)cc1 (stereo not given)	19.5	8.8	-3.6	-13.6	2.5	1.3	-2.6	-15.4	-3.5
Cc1ccc2c(C(=O)CN3CCCC3)c(C)[nH]c2c1	16.4	3.3	-2.2	-9.5	0.3	-3.1	-3.5	-7.7	-28.2
C[C@H](NC(=O)[C@@H]1CCCN1C(=O)[C@@H]1CCCN1C(=O)c1cccc(Cl)c1)c1ccccc1	11.4	-0.4	.	-26.4	0.2	1.1	.	.	.
O=C(O)CCN1c2cccc3cccc(c23)S1(=O)=O	6.9	-2.4	-1.8	-8.8	0.9	3.4	-5.1	-7.9	-3.2
COC(=O)[C@H]1C[C@H](C(=O)O)[C@@H](C)C1(C)C	-3.2	10.5	-2.0	3.9	-0.3	-7.6	-6.2	4.2	4.0
COc1ccc(-c2cnc(C(O)c3ccccc3)[nH]2)cc1 (stereo not given)	8.9	4.2	-2.5	-11.3	0.7	-19.2	.	.	-5.4
CCC1SC(=Nc2cccc(C)c2)NC1=O (stereo not given)	-14.6	-1.6	-4.3	9.3	0.3	1.3	-15.0	0.5	9.0
N#Cc1ccc(CN2CCN(C(=O)CNC(=O)Cc3cccc4ccccc34)CC2)cc1	6.0	2.7	23.1*	-5.7	8.9	-5.8	.	.	2.2
C/C(=N\NC(=O)NC1CCCCC1)C1CCCCC1	8.4	-1.0	-7.1	-1.0	0.1	11.6	-8.2	2.8	-13.1
Cc1ccc(/C=C/C(=O)O)cc1S(=O)(=O)NCCCO	18.4	8.7	-3.8	-11.6	0.5	2.9	-15.0	-1.9	-5.4
CN(C)C(CNC(=O)C1CCN(S(=O)(=O)c2ccccc2C(F)(F)F)CC1)Cc1ccccc1 (stereo not given)	9.1	4.2	-7.7	8.5	1.9	-12.1	.	.	-0.1
COc1ccc(CNC(=O)C(c2ccncc2)N(C(=O)Cc2cccs2)c2ccccc2C)cc1 (stereo not given)	23.7	-0.1	-6.1	-10.9	2.7	6.6	-9.0	-19.7	13.7
CCc1ccc(N(C(=O)c2ccco2)C(C(=O)NC2CCCC2)c2cccnc2)cc1 (stereo not given)	-4.8	2.9	-1.4	-13.2	-0.1	-11.2	-10.0	-23.1	-6.6

Pulled by structure from above (two):
SMILES	M1 PAM parental	TAAR1 ag	CHRM1 agonist	CHO-K1 Ca antag	M1 ag parental	TAAR1 antag	OXTR potentiator	CHO parental Ca	M1 antag
NC(=O)c1ccc(-n2nnnc2SCC(=O)c2ccc(O)c(O)c2)cc1	22.7	2.8	4.0	-15.9	-0.3	10.6	-10.0	9.6	2.3
O=C(NN1C(=O)C2C3CCC(O3)C2C1=O)c1ccco1 (stereo not given)	16.6	0.7	-4.4	-0.2	0.5	-15.5	-6.6	-8.5	-6.0
